UHRF1 binding – UHRF1 methylated DNA binding inhibitors, primary screen, counter-screen for MBD2 inhibitor project, biochemical, TR-FRET, human UHRF1, single concentration | E3 ubiquitin-protein ligase UHRF1 (Homo sapiens), Q96T88 | UHRF1 binding to methylated oligo | inhibition, % at 4.4 µM | actives 0.75% (n = 370,000) | AID 687016, 2013; in the data active means inhibition above about 21%;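 further: UHRF1 SRA domain binding a hemimethylated CpG hairpin DNA probe; 0% = median of test compound wells and 100% = reference inhibitor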
HTRA1 inhibitor – HTRA1 serine protease inhibitors, primary screen, biochemical, fluorescence polarization, HTS; actives 0.5% (n = 340,000); recombinant HTRA1, FP-rhodamine activity-based probe; inhibition, % at 5.96 µM; in the data active means inhibition above about 36%;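 further: 0% = enzyme with DMSO and 100% = wells lacking enzyme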
MBD2 inh – inhibitors of MBD2 binding to methylated DNA, primary screen, biochemical, TR-FRET, DNA-binding domain, human | actives 0.31% (n = 370,000) | AID 686964, 2013 | inhibition, % at 4.4 µM | MBD2 binding to methylated oligonucleotide; in the data active means inhibition above about 13%
Target sequence (Q9UBB5 whole entry, looked up, the tested form may be a part): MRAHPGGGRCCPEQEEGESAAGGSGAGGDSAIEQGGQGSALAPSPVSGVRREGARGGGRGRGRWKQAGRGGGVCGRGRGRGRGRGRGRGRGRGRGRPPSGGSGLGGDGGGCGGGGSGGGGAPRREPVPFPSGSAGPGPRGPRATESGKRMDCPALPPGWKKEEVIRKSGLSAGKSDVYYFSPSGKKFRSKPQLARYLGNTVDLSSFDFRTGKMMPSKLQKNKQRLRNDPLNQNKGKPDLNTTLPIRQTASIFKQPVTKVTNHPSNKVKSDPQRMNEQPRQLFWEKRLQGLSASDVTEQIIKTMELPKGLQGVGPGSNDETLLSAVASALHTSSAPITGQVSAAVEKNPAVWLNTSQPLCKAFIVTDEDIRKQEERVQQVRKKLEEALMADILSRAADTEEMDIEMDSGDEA
mABHD4 FP – ABHD4 inhibitors, primary screen, biochemical, fluorescence polarization, mouse; purified mABHD4, FP-Rh probe fluorescence polarization; inhibition, % at 8.92 µM; AID 720543, 2013; (Lyso)-N-acylphosphatidylethanolamine lipase (Mus musculus), Q8VD66; actives 0.54% (n = 370,000);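 active means inhibition exceeding the mean over every tested compound plus 3 SD, cut at about 30% in these data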;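 further: 0% = plate median of compound wells and 100% = S159A mutant with DMSO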
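Assay system: mABHD4 protein; medium: HEPES pH 7.0, NaCl, Pluronic buffer; dosing: 8.92 µM, single dose; schedule: 45 min + 60 min at 25 °C; signal: FP readout, ex 525 nm / em 598 nm; read-out: normalized percent inhibition of probe labeling; repeats: single replicate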
SIAE inh – human SIAE inhibitors, primary screen, biochemical, fluorescence polarization, FP-Rh probe, 1536-well HTS; AID 1053197, 2014; inhibition, % at 9.66 µM; actives 0.69% (n = 370,000); Sialate O-acetylesterase (Homo sapiens), Q9HAT2; SIAE FP-Rh probe binding;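 active means inhibition above a cutoff: mean of compounds within the control limits plus 3 SD of those, cut at about 17% in these data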;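 further: 0% = plate median of compound wells and 100% = probe without SIAE protein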
Target sequence (Q9HAT2 whole entry, looked up): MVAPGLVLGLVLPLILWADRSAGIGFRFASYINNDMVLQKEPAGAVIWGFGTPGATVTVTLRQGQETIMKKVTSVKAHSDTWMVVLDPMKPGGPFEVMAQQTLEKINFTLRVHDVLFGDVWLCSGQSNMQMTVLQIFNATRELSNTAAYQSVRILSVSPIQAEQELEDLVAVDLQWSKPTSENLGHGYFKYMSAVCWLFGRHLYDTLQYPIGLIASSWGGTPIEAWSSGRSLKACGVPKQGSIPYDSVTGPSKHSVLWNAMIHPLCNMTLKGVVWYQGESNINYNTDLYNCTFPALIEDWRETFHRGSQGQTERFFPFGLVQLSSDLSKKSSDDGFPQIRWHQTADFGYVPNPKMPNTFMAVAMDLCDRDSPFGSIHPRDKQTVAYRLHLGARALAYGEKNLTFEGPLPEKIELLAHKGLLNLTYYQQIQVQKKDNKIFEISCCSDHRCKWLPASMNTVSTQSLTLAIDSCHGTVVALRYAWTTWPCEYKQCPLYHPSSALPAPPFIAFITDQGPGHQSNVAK
rCAG binder – binders of r(CAG) RNA repeats, primary screen, biochemical, fluorescence; r(CAG) RNA repeat, TO-PRO-1 dye displacement fluorescence; inhibition, % at 3 µM; actives 1.3% (n = 370,000);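 active means inhibition above the plate cutoff, the mean of all test compounds on that plate plus 3 SD, cut at about 35% in these data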;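 further: 0% = DMSO alone and 100% = 100 µM mitoxantrone as full dye displacement; higher means more dye released from RNA so lower well fluorescence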
TCR-CD3 inh – inhibitors of human TCR-CD3 interaction, primary screen, biochemical, fluorescence, TAMRA-labeled TCR probe; AID 651800, 2012; inhibition, % at 9.4 µM; T-cell receptor (TCR); actives 0.37% (n = 360,000); in the data active means inhibition above about 19%;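 further: recombinant mutant TCR 2C K166C tagged with TAMRA read by polarization; 0% = receptor in buffer alone and 100% = receptor with positive control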
PRMT1 FP inh – PRMT1 methyltransferase inhibitors, primary screen, biochemical, fluorescence polarization. recombinant PRMT1, activity-based probe fluorescence polarization. Protein arginine N-methyltransferase 1 (Homo sapiens), Q99873. actives 1.3% (n = 370,000). inhibition, % at 2.79 µM. AID 652257, 2013;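 active means inhibition above about 21% made by adding two undisclosed values, limit read from the data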
NPR2 activator – human GC-B receptor activators, primary screen, HEK293 GC-B cells, cGMP TR-FRET, EC30 CNP. Atrial natriuretic peptide receptor 2 (Homo sapiens), P20594. 0% at EC30 CNP, 100% saturating CNP. activation, % at 10 µM. actives 0.11% (n = 370,000). AID 1920062, 2024;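 active means activation at 10 µM reaching about 35% in either raw or pattern-adjusted values, limit read from the data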
NPR1 activator – GC-A stimulated cGMP production enhancers – HEK293 GC-A cells, cGMP TR-FRET, EC30 ANP, primary screen; Atrial natriuretic peptide receptor 1 (Homo sapiens), P16066; 0% at EC30 ANP, 100% saturating ANP; activation, % at 10 µM; actives 0.14% (n = 370,000); AID 1671463, 2021; in the data active means activation above about 40%
* = called active by the depositor; / = no result given.

SMILES	UHRF1 binding	HTRA1 inhibitor	MBD2 inh	mABHD4 FP	SIAE inh	rCAG binder	TCR-CD3 inh	PRMT1 FP inh	NPR2 activator	NPR1 activator
COc1ccc(/C=C2\SC(=O)N(CC(=O)NCCC(C)C)C2=O)cc1OC	-3	5	-2	1	-7	-1	1	0	6	-1
CCOC(=O)c1[nH]c2cc(OC)c(OC)cc2c1NC(=O)c1ccc2c(c1)OCO2	2	2	-4	3	-1	10	-3	1	2	1
Cc1c(C(=O)N2CCc3ccccc32)cnn1C	-1	3	2	0	-3	0	-5	0	-6	2
OCCOCCNc1ncnc2c1cnn2-c1ccc(Cl)cc1	5	-10	7	-16	-6	5	-7	6	-2	31
Cc1ccc(N2C(=O)CN(Cc3sccc3C)C2=S)cc1C	5	-9	3	-7	-4	3	5	0	3	-4
Cc1cccn2c(=O)nc(SCC(=O)NCc3ccccc3)nc12	-2	7	6	-2	-1	-1	-4	-8	1	2
O=C(c1ccc2c(c1)OCO2)N(c1ccc(Cl)cc1)C1C=CS(=O)(=O)C1 (stereo not given)	2	-2	4	2	4	0	-3	6	-14	-42
COCCNC(=O)CSCc1c(F)cccc1Cl	3	5	6	-9	-3	-4	-4	3	2	0
Cc1noc(C)c1S(=O)(=O)N1CCC(C(=O)N(C)Cc2ccccc2)CC1	2	-2	-3	-12	-1	-7	0	1	-4	-4
O=C(N/N=C/c1cc(Br)c(Br)o1)c1cccnc1	4	6	0	9	6	3	6	6	2	0
Cc1ccc(C)c(NS(=O)(=O)c2ccc(OCC(=O)N3CCOCC3)cc2)c1	0	0	4	4	2	-2	-2	-2	5	6
Cc1ccc(NC(=O)CCC(=O)NNC(=O)CCc2ccccc2)c(C)c1	1	8	1	4	-5	-2	5	1	2	-2
O=C(O)c1cc(=O)c2c(OCC(O)COc3cccc4oc(C(=O)O)cc(=O)c34)cccc2o1	0	-3	3	2	4	3	-2	1	0	-1
CCC(=O)c1ccc(OCC(=O)NC2(C#N)CCCCC2)cc1	10	5	-4	-1	3	-3	-2	-3	0	3
Cc1ccc(C(C(=O)NC2CCCC2)N(Cc2ccco2)C(=O)CCC(=O)Nc2ccccn2)cc1 (stereo not given)	1	-1	-5	-6	1	-11	-9	0	-3	-8
Cc1ccc(-c2csc3n[nH]c(=S)n23)cc1	1	-4	3	-6	17	3	1	61*	-7	0
Cc1cnc(C(=O)OCC(=O)Nc2ccc(Br)c(C)c2)cn1	14	-4	1	2	-2	1	-11	-3	-2	-7
CCC(C)[C@H]1COCCS(=O)(=O)N1Cc1ccc(Cl)cc1Cl (stereo not given in full)	0	-6	-5	-7	3	-6	0	-2	-13	-5
Cc1cnc(C(=O)Nc2nnc(C)s2)cn1	0	5	-2	2	-1	7	-7	4	1	6
CC(CN1C(C)CCCC1C)OC(=O)c1ccc(Cl)cc1Cl (stereo not given)	2	1	3	-2	9	-9	-2	3	1	-4
CSC1=Nc2sc3c(c2C2=NCCN12)CC(C)(C)OC3	-2	1	0	0	2	-4	2	-3	-2	14
CCCCCCCCN1[C@@H](CC(C)=O)c2cc(C(F)(F)F)ccc2S1(=O)=O	-3	-14	1	-8	-5	-6	2	2	13	5
CC(C)c1nc2sc3c(NCc4ccccc4)ncnc3c2c2c1COC(C)(C)C2	4	3	3	-2	2	2	-8	0	19	35
OCC[C@H]1C[C@@H](O)[C@H](O)[C@]2(OCCCc3ccccc32)O1	-1	-1	-2	0	-1	-1	2	-2	7	3
CCn1c(SCC(=O)Nc2ccc(OC)cc2)nc2c(c1=O)SCC2	-2	8	-1	-2	3	0	4	1	-6	0
CC1CN(S(=O)(=O)c2ccc(C(=O)Nc3ccc(S(=O)(=O)Nc4nccs4)cc3)cc2)CC(C)O1 (stereo not given)	3	0	5	-1	-19	57*	7	0	3	-1
CC(C)(C)CC(=O)Nc1cc2c3c(c1)CC(=O)N3CCC2	0	-1	4	5	-3	0	1	3	1	5
CCn1c(=O)c2cc(C(=O)N3CCOCC3)sc2c2ccccc21	-2	-2	-1	-2	-4	2	8	-4	31	4
COc1cc(/C=C/CNC[C@H]2O[C@@H](n3cc(C)c(=O)[nH]c3=O)C[C@@H]2O)ccc1O	-5	11	0	6	6	6	1	1	1	2
O=C(CNC(=O)c1ccccc1)NCC(=O)OCc1ccc(Cl)cc1	0	-2	-2	6	-2	-4	5	-3	1	-1
CC1Cc2[nH]c(=S)[nH]c(=O)c2C(c2ccc(C(C)C)cc2)O1 (stereo not given)	0	/	1	-5	6	4	-6	2	1	-2
CCN(C(=O)C(C)Sc1ccc(S(=O)(=O)N2CCN(C)CC2)cn1)c1ccccc1 (stereo not given)	-3	5	1	-2	4	-2	-1	2	-1	-4
CCCCN1C2CCCC1CC(NC(=O)c1ccc(OC)c(OC)c1)C2 (stereo not given)	-1	0	3	1	2	-6	2	1	2	6
CCCN(C(=O)C1CCCN(c2ncnc3c2nc2n3CCCCC2)C1)c1ccccc1C (stereo not given)	-2	/	1	-17	-6	9	7	2	-6	-6
O=[N+]([O-])c1ccc2c(c1)CO[C@]21O[C@H](CCO)C[C@H](O)[C@H]1O	-1	/	5	6	9	1	-1	5	0	-2
Cc1cccc(NC(=O)C2CCN(S(=O)(=O)c3cccc4nonc34)CC2)c1	-3	0	-4	-1	-11	7	1	1	2	-2
CCOc1ccccc1C(=O)N1CCN=C1SCc1cccnc1	-2	7	12	-6	2	-8	6	3	1	0
COc1ccc(/C=N/N2C(=O)CSC2=S)cc1	63*	0	0	8	-5	6	5	11	1	5
CCCCn1c(N)c(-c2nc3ccccc3s2)c2c([N+](=O)[O-])nn(CC)c(=O)c21	-3	3	2	10	6	2	-3	-2	0	13
Cn1cnnc1SCc1ccc(C(=O)N=Nc2c(O)n(C)c3ccccc23)cc1	-12	0	-14	-12	-3	-2	6	-2	-6	-6
CCCCOc1ccc(C(=O)OCC(=O)NC2CCCC2)cc1	-4	-9	3	-4	-12	-2	-3	4	4	5
CC(Oc1ccccc1F)C(=O)NNC(=O)C1CC(=O)N(c2ccc3c(c2)OCCO3)C1 (stereo not given)	-3	-7	4	1	3	-2	3	-2	2	0
CC(C)=CCN1CCN(Cc2ccc3nsnc3c2)CC1CCO (stereo not given)	-1	3	-4	-3	-2	-3	0	-3	2	0
Nc1nc2ccccc2nc1N	-2	13	-3	9	10	-1	2	-1	2	2
COc1ccc(S(=O)(=O)N2CCc3ccccc32)cc1C(=O)NCc1ccco1	-4	-9	2	-4	1	2	3	0	-1	2
Cc1noc(C)c1CSCC(=O)OCC(=O)NC1CCCCC1	12	5	-1	-2	-4	-2	2	4	-12	0
O=C(Nc1ccc(Br)cc1)c1cccnc1N1CCOCC1	-2	4	-6	-3	-1	-6	-2	3	2	-2
CN(C)CCN(Cc1ccccc1)C(=O)c1[nH]c(C(F)(F)F)nc1-c1ccccc1	-1	/	1	4	2	6	6	1	5	0
CCC(O)c1nc2ccccc2n1CCc1ccccc1 (stereo not given)	-2	-1	2	2	6	-8	5	-1	-4	-3
CCOC(=O)N[C@H](Cc1c[nH]c2ccccc12)C(=O)NC1CC1	0	/	-2	-7	5	-3	2	2	-3	2
Cc1nc2c(nnn2Cc2ccccc2)c(=O)n1-c1ccccc1	2	10	5	-2	3	-5	7	-1	0	-1
CCOc1ccc(-n2c(SCC(=O)Nc3ccc4c(c3)OCO4)nc3ccccc3c2=O)cc1	1	-3	-1	0	-8	5	8	-1	4	10
O=C1CNC(=S)N1CCCn1ccnc1	-4	3	5	10	-1	1	-4	7	3	4
Cc1ccc(NC(=O)Nc2nnc([C@@H]3C[C@H](O)[C@@H](CO)O3)s2)cc1	2	/	-4	1	7	6	-3	-3	-3	2
O=C1NC(Cc2ccccc2)c2nc3ccc(F)cc3c(=O)n2-c2cc3ccccc3cc21 (stereo not given)	2	-65	-1	-36	-37	14	-1	1	3	-4
O=C(CN1C(=O)c2cccc3cccc1c23)N1CCc2ccccc2C1	-7	-5	-11	-2	3	-4	6	-1	-1	2
CC1(C(=O)NS(=O)(=O)c2cccc(OC(F)F)c2)CCN1C(=O)C/C=C/c1ccccc1 (stereo not given)	3	/	0	8	5	21	-4	5	1	-1
O=C(NCCC(=O)N1CCCC(C(F)(F)F)C1)c1ccc(Br)cc1 (stereo not given)	3	-5	-2	0	0	-4	0	-2	1	0
CC(=O)c1sc(NC(=O)c2cccc3ccccc23)nc1C	-3	-4	3	0	-1	3	-2	7	3	3
O=C(COc1nc2ccccc2nc1N1CCOCC1)NCC(F)(F)F	2	6	-1	8	4	2	0	2	0	0

Quoted at random: 4 records from the list, in no set order.
SMILES	UHRF1 binding	HTRA1 inhibitor	MBD2 inh	mABHD4 FP	SIAE inh	rCAG binder	TCR-CD3 inh	PRMT1 FP inh	NPR2 activator	NPR1 activator
Cc1nc2c(nnn2Cc2ccccc2)c(=O)n1-c1ccccc1	2	10	5	-2	3	-5	7	-1	0	-1
CCOc1ccc(-n2c(SCC(=O)Nc3ccc4c(c3)OCO4)nc3ccccc3c2=O)cc1	1	-3	-1	0	-8	5	8	-1	4	10
O=C(CN1C(=O)c2cccc3cccc1c23)N1CCc2ccccc2C1	-7	-5	-11	-2	3	-4	6	-1	-1	2
O=C1CNC(=S)N1CCCn1ccnc1	-4	3	5	10	-1	1	-4	7	3	4

Next entries:
SMILES	UHRF1 binding	HTRA1 inhibitor	MBD2 inh	mABHD4 FP	SIAE inh	rCAG binder	TCR-CD3 inh	PRMT1 FP inh	NPR2 activator	NPR1 activator
c1ccc(-c2noc(-c3cccc4ccccc34)n2)nc1	-3	-23	1	-2	-7	4	4	0	-5	-7
COc1cc(NC(=O)COC(=O)CC2CC3CCC2C3)cc(OC)c1 (stereo not given)	1	-22	0	-1	-4	2	-9	0	-3	4
Cc1cccc(OCC2=N/C(=C\N(C)C)C(=O)O2)c1	3	-5	-2	2	4	4	2	1	0	2
N#CCOc1ccccc1P(=O)(c1ccccc1)c1ccccc1	-1	-5	-3	4	0	-7	1	4	-5	-7
Cn1c(SCC(=O)NC(=O)NCc2ccco2)nnc1-c1ccccc1	22*	4	5	-7	0	8	8	18	1	1
CCN(CC)S(=O)(=O)c1ccc(OC)c(NC(=O)c2ccc3c(c2)OCO3)c1	0	-14	0	-2	-7	-1	5	3	-1	1
Cc1cc(N(C)C(=O)c2ccc3c(c2)S(=O)(=O)c2cc(Cl)ccc2C3=O)c(C(F)(F)F)o1	-3	-1	-5	-2	4	4	2	1	5	1
CCN(CC)c1ccc(C(=O)Nn2cnc3ccccc3c2=O)cc1	-1	-21	-10	-1	1	5	7	-7	6	3

Compound activity as filed in PubChem BioAssay.

This is a subset, so the mix of outcomes need not match the whole.
